# Rpn11 inh: Rpn11 (PSMD14) deubiquitinase inhibitors, primary screen, biochemical, fluorescence polarization, uHTS | human 26S proteasome, Ub4-pepOG fluorescence polarization; 20S core pre-blocked with epoxomicin | calls only at 20 µM | 0.59% of 360,000 active;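 active = inhibition at 20 µM, scaled to each plate's controls, above about 33%, limit read from the data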
# Rin1-Abl PPI inh: inhibitors of Rin1-Abl protein binding, primary screen, biochemical, TR-FRET; Tyrosine-protein kinase ABL1 (Homo sapiens) + Ras and Rab interactor 1 (Homo sapiens), …; inhibition, % at 7.35 µM; 0.4% of 360,000 active; in the data active = inhibition above about 5%, passing the limit was not always enough
# FAS TE block: FAS thioesterase domain inhibitors, primary screen, biochemical, fluorescence intensity, uHTS. recombinant FAS-TE, OMFH fluorogenic substrate, fluorescence endpoint. 0.67% of 360,000 active. Fatty acid synthase (Homo sapiens), P49327. inhibition, % at 15 µM;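 active = compounds whose normalised, plate-corrected inhibition of enzyme fluorescence in the single-dose primary screen is 50% or more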;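 note: 0% = DMSO with enzyme and 100% = substrate without enzyme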
# NadD inh: inhibitors of S. aureus NadD, primary screen, biochemical, colorimetric, uHTS | Nicotinate-nucleotide adenylyltransferase NadD (Staphylococcus aureus N315) | purified NadD enzyme, colorimetric absorbance read-out | inhibition, % at 20 µM | 0.78% of 360,000 active | AID 602399, 2012; in the data active = inhibition above about 26%; note: some compounds past the cut are filed as inactive
# PABP1 MLLE inh: inhibitors of PABP1 MLLE–PAM2 peptide binding, primary screen, biochemical, fluorescence polarization, FITC-PAM2, GST-MLLE; Polyadenylate-binding protein 1 (Homo sapiens), P11940; inhibition, % at 20 µM; 0.36% of 360,000 active; AID 588489, 2011; in the data active = inhibition above about 35%, passing the limit was not always enough;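 note: plate controls were DMSO wells with GST-MLLE for no effect and wells lacking GST-MLLE protein for full effect; some results filed as inactive read as strong as hits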
# Neddylation inh: inhibitors of cullin neddylation, primary screen, biochemical, TR-FRET, uHTS, NAE and Ubc12 | calls only at 25 µM | NEDD8-conjugating enzyme Ubc12 (Homo sapiens) + NEDD8-activating enzyme E1 regulatory … | 0.58% of 360,000 active | AID 651699, 2012; in the data active = inhibition above about 36%
# Target sequence (P61081 whole entry, looked up): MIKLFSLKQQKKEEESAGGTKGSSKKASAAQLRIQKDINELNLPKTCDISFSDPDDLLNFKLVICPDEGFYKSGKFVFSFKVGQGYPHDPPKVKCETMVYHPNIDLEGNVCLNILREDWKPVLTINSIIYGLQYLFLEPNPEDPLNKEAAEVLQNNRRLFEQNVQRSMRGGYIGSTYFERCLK
# Target sequence (Q13564 whole entry, looked up): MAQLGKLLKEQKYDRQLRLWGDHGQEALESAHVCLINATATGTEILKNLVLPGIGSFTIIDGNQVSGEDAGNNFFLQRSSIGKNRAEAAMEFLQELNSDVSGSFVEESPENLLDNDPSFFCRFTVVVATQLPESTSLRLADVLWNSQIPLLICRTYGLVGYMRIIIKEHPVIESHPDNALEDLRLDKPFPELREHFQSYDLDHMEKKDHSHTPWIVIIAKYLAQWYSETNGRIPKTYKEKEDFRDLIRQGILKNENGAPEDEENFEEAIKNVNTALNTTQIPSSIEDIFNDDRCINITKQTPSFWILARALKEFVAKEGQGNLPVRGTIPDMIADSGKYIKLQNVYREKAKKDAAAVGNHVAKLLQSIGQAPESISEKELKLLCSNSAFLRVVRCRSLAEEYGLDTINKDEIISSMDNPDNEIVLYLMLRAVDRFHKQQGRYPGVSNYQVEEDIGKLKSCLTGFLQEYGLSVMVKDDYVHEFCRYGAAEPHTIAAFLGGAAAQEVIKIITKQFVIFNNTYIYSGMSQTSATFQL
# CSN deneddyl inh: inhibitors of CSN-mediated cullin deneddylation, primary screen, biochemical, fluorescence polarization, uHTS; COP9 signalosome complex subunit 5 (Homo sapiens), Q92905; Purified CSN, SCF-Nedd8-OG deneddylation; inhibition, % at 12.5 µM; 0.38% of 360,000 active; AID 651999, 2013;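 active = pattern-corrected inhibition above about 35%, with an unprinted fluorescence ratio check between 0.5 and 1.5, limit read from the data, passing the limit was not always enough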;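 note: 0% = enzyme with substrate and 100% = substrate without enzyme; some results filed as inactive read as strong as hits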
# Target sequence (Q92905 whole entry, looked up, one chain of several): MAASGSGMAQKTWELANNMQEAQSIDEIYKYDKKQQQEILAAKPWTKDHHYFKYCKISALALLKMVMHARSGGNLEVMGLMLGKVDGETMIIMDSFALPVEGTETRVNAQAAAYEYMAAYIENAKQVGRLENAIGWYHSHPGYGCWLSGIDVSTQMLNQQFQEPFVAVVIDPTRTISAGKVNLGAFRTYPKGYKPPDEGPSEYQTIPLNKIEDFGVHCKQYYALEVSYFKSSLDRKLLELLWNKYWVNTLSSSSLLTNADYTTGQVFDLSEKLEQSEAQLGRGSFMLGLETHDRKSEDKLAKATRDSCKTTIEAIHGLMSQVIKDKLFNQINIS
#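 Assay system: Purified human Csn5 enzyme expressed in HEK293T cells | Amount: Enzyme 0.24 nM | Measured by: Fluorescence polarization readout | Medium: Tris/NaCl/DTT buffer, pH 7.5 | Compound dosing: One concentration, 12.5 µM, 0.25% DMSO | Times: 90 min incubation of compound, enzyme and substrate at room temperature | Control set: no-enzyme wells high, enzyme-with-substrate wells low | Read-out: % inhibition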
# SKN-1 block: suppressors of acrylamide-induced Pgst-4::GFP reporter in worms, primary screen, SKN-1 inhibitor project, whole organism, uHTS, GFP/RFP fluorescence ratio, strain VP596 | C. elegans VP596 Pgst-4::GFP/RFP ratio, 24 h | inhibition, % at 21.8 µM | 0.49% of 360,000 active | AID 624304, 2012;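 active = interference check ratio from 0.5 to 1.5 plus GFP to RFP signal ratio inhibition reaching or exceeding a fixed threshold, cut at about 30% in these data, passing the limit was not always enough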; note: some compounds called inactive have numbers as strong as hits
# MT1-MMP act inh: blockers of MT1-MMP proenzyme processing, primary screen, HT1080 RFP-PRO-GFP cells, GFP/RFP fluorescence; GFP/RFP ratio fluorescence, overnight; percent of plate control window, DMSO zero; GFP/RFP ratio change, % at 20 µM; Matrix metalloproteinase-14 (Homo sapiens), P50281; AID 651647, 2012; 0.061% of 360,000 active;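 active = GFP/RFP ratio change of at least 30% with cell ATP level not reduced by more than half and red fluorescence within 50% of control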; note: strong numbers were not always called active
#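 Assay system: RFP-PRO-GFP reporter HT1080 cells; read-out basis: GFP/RFP fluorescence ratio; benchmarks: DMSO wells and RFP-L50D-GFP cells; doses: 20 µM single dose, 1% DMSO; schedule: overnight cell settling, then overnight compound exposure, 37 °C, 5% CO2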
# Numbers without * were called inactive; i = inactive; x = not tested or not shown.
SMILES,Rpn11 inh,Rin1-Abl PPI inh,FAS TE block,NadD inh,PABP1 MLLE inh,Neddylation inh,CSN deneddyl inh,SKN-1 block,MT1-MMP act inh
Cc1ccc(N=Cc2sc(O)c3ccccc23)cc1,x,4.9,-4.9,-3.7,-42.2,i,40.4*,9.7,-89.1
COC(=O)c1cc2occc2n1Cc1nc(-c2ccc(Cl)cc2)oc1C,i,2.9,15.0,-1.9,0.8,x,-0.8,4.0,-1.7
CC(C)NC(=O)c1cccc2c1-c1ccccc1C2=O,i,-1.4,-2.5,-1.0,6.4,i,-2.8,-9.5,0.8
COc1ccc(CCNC(=O)CSc2nc3sc(C(=O)O)c(C)c3c(=O)[nH]2)cc1OC,i,-1.9,2.7,-6.3,1.3,i,-3.1,-12.1,-1.5
CC(C)(C)NC(=O)C1CN(S(=O)(=O)c2ccccc2)CCN1S(=O)(=O)c1ccccc1 (stereo unspecified),i,-0.4,2.5,-4.7,7.7,i,-3.2,17.2,-0.1
CS(=O)(=O)Nc1ccc(-c2ccc3nccn3c2)cc1,i,3.5,-8.7,5.8,-65.3,i,-3.6,-9.7,-3.3
COc1ccc(C(=O)N2CCC(C(=O)O)CC2)c2ccccc12,i,-2.4,-5.0,-0.2,10.3,i,-8.5,17.1,0.8
CN1CCN(CCCN(Cc2cccs2)C(=S)Nc2ccc(Cl)cc2)CC1,i,2.0,3.3,-13.9,-67.4,i,-0.9,-1.0,-5.4
Cc1cc(C(=O)Cn2nc(C(=O)O)c3ccccc3c2=O)c(C)n1-c1ccc(OC(F)F)cc1,i,-0.7,12.0,15.2,-4.5,i,2.8,-5.0,3.3
COc1ccc2c(c1)nc(SCC(=O)c1ccc(Br)s1)n2C,i,-28.2,13.4,5.9,-112.5,i,-2.0,14.6,5.5
CCCCCCCCNC(=O)c1cnccn1,i,1.8,-2.7,-3.6,7.5,i,-3.3,-3.3,1.2
O=C(c1cnccn1)N1CCN(S(=O)(=O)c2ccc3ccccc3c2)CC1,i,-4.9,6.4,4.9,-29.5,i,-0.7,-2.4,-1.5
CC(C)c1ccc(NC2CCCN(C(=O)c3cccs3)C2)cc1 (stereo unspecified),i,-3.0,7.7,0.0,-8.9,i,-1.3,6.3,-1.3
O=C(Nc1nc(-c2ccc(Cl)cc2)cs1)NC1CCCCC1,i,-0.6,20.3,3.9,1.0,i,1.5,18.0,-3.3
CCNC(=O)C12CCC(C)(C(=O)O1)C2(C)C (stereo unspecified),i,0.2,-7.3,-1.3,-7.1,i,-2.4,-6.0,2.2
CCOc1ccc(N(CC(=O)NCCSCc2ccccc2)S(C)(=O)=O)cc1,i,-2.1,4.0,-7.1,7.4,i,0.5,3.1,3.0
CCn1c(COc2cccc3ccccc23)nnc1SCC(=O)OC1CCCCC1,i,2.3,32.7,4.2,-6.2,i,-7.2,9.2,0.8
CS(=O)(=O)N1Cc2ccccc2CC1C(=O)OCC(=O)NCCc1ccc(S(N)(=O)=O)cc1 (stereo unspecified),i,3.0,-4.2,0.6,-2.6,i,-0.8,14.5,3.6
Cc1cccc(C)c1NC(=O)CSc1nnc(CCCCCNC(=O)OC(C)(C)C)o1,i,-1.8,-8.7,2.0,18.5,i,-4.8,-16.8,1.8
Cc1cccc(N/C=C/C(=O)c2ccc(Cl)cc2)c1,i,-1.0,7.9,0.9,8.8,i,-0.9,26.9,2.0
O=C(OCCN=C1NS(=O)(=O)c2ccccc21)C1CC(=O)N(c2ccc(Cl)cc2)C1 (stereo unspecified),i,-1.5,-1.1,4.1,4.4,i,0.1,6.7,2.5
CSCCC(NS(=O)(=O)c1ccc(F)cc1)C(=O)NCc1ccc(S(N)(=O)=O)cc1 (stereo unspecified),i,-4.1,-9.3,-5.0,10.5,i,2.0,3.5,12.8
CCOc1cc(/C=N\NC(=O)Cn2nnc3ccccc32)ccc1O,i,-1.3,-10.0,-2.7,8.0,i,2.9,-4.9,5.0
Cc1c(O)ccc2c(CN(C)Cc3ccccc3)cc(=O)oc12,i,-1.2,16.2,-9.1,0.4,x,-2.6,12.5,-16.5
Cc1ccc(-c2cnn(-c3cccc([N+](=O)[O-])c3)c2N)cc1,i,-3.0,36.9,-6.1,-10.8,i,5.0,15.4,2.9
Cc1ccc(CNC(=O)C2(S(=O)(=O)c3ccccc3)CC=CC2)cc1,i,-0.9,-3.5,-1.8,-0.1,i,-5.3,-8.1,0.7
Cc1nnc2ccc(N3CCN(c4ccccn4)CC3)nn12,i,-2.7,-2.6,0.6,9.7,i,-0.5,26.1,4.0
COCCn1c(SCC(=O)NCC2CCCO2)nc2c(c1=O)SCC2 (stereo unspecified),i,1.4,-7.2,0.2,126.1*,i,-0.7,5.9,-0.3
O=C1/C(=C/c2ccncc2)SC(=S)N1Nc1ccccc1,i,2.0,-8.3,7.4,25.9,i,4.7,12.8,4.2
CC1(O)c2ccccc2C(=O)N1CCc1ccccc1F (stereo unspecified),i,-0.2,-1.1,-6.8,14.8,i,-2.9,-3.4,-1.5
CC(C)C(=O)NC(c1ccc(Cl)cc1Cl)c1ccc2cccnc2c1O (stereo unspecified),i,2.9,8.1,14.6,10.1,i,-2.2,14.7,10.5
CCOc1ccc2nc3c(cc2c1)CN(CCOC)C(=NC)S3,i,-0.4,-5.8,-2.3,-98.0,i,1.5,-4.4,4.0
Nc1nonc1-n1nnc(C(=O)N/N=C/c2ccoc2)c1CSc1ccc(Cl)cc1,i,0.1,15.8,13.9,2.9,i,-0.3,12.6,1.5
COc1ccc2nc(NC(=O)CCN3C(=S)NC(C)(C)CC3C)sc2c1 (stereo unspecified),i,1.4,-9.7,-4.7,-91.0,i,0.5,-2.0,-0.4
O/N=C(/CCc1ccccc1)c1ccc2c(c1)OCCO2,i,1.1,0.0,-4.0,9.6,i,1.8,-1.0,4.2
CC(=O)Nc1ccc(C(=O)COC(=O)c2nc3nc(C)cc(C)n3n2)cc1,i,-0.1,-8.4,3.3,-15.4,i,14.5,-1.7,0.5
N#Cc1c(N)nc2c(c1-c1ccncc1)CCCC2,i,-8.4,-5.2,3.2,-1.5,x,-3.6,-21.5,1.3
CC(C)(Oc1ccc(CCNC(=O)c2ccc(-c3ccccc3)o2)cc1)C(=O)O,i,-0.3,-7.7,-0.2,-9.0,i,2.5,10.9,-1.1
Cc1cccc(NS(=O)(=O)c2ccc(C)c(C(=O)OCC(=O)Nc3cc(C)on3)c2)c1,i,2.5,15.1,2.8,-12.2,i,-0.1,12.1,5.5
Cc1cccc(C)c1NC(=O)CNC(=O)c1ccccc1OCc1ccccc1,i,3.2,-1.8,-4.2,-0.2,i,-2.4,4.3,1.6
Cc1[nH]n(-c2ccccc2)c(=O)c1/C=N\NC(=O)C1COc2ccccc2O1 (stereo unspecified),i,-6.0,3.4,1.7,14.4,i,0.4,-9.1,5.8
O=C(CS(=O)(=O)c1ccccc1)c1ccc2c(c1)OCCO2,i,-0.3,-6.5,-7.6,-0.8,i,-1.0,6.8,2.0
CN(C)S(=O)(=O)c1cccc(NC(=O)CNc2cccc(S(=O)(=O)N3CCCCC3)c2)c1,i,-1.2,2.6,-0.2,-5.6,i,5.2,18.8,0.6
CC(=O)Nc1ccc(S(=O)(=O)Nc2nc3ccccc3nc2Nc2ccc3ccccc3c2)cc1,x,0.5,25.4,-5.3,-33.4,x,44.9*,11.3,-27.8
O=C1NC(Cc2ccc(O)cc2)c2nc3ccccc3c(=O)n2-c2ncccc21 (stereo unspecified),i,0.0,-10.2,1.8,-5.4,i,-0.7,-7.1,-4.5
O=C(Nc1nccs1)c1ccc([N+](=O)[O-])cc1Cl,i,-0.2,-1.1,-6.5,13.4,i,-0.4,-1.3,1.4
Cc1cccc(C)c1N1C(=O)CC(N2CCSCC2)C1=O (stereo unspecified),i,-2.1,-5.1,-1.9,-8.7,i,-0.6,0.8,-1.3
Oc1ccccc1C=NN=Cc1c(O)ccc2ccccc12,x,4.4,3.0,1.6,-18.3,i,-60.5,-12.5,-51.3
CCn1nc(NS(=O)(=O)c2ccc([N+](=O)[O-])cc2)c2cc3cccc(C)c3nc21,i,2.0,41.1,-2.4,3.7,i,1.3,-5.5,-0.3
O=C(Nc1ccc2c(c1)ncn2C1CCCCC1)c1ccco1,i,0.3,-6.8,-1.4,21.0,i,6.9,1.8,4.2
O=[N+]([O-])c1cccc2c3c([nH]c12)CCCC3,i,-5.9,8.1,-7.9,-4.3,i,-2.2,9.0,-1.6
CCN1C(N(C)CCc2cccs2)=N[C@@H](c2ccccc2)C(C(=O)OC)=C1C,i,1.7,-10.7,-0.3,-100.8,i,-1.6,14.2,-4.2
Cc1cc(C)c(S(=O)(=O)N2CCCCC2)c(C)c1-n1ncnn1,i,3.9,-4.3,2.4,8.8,i,-0.1,0.1,-6.4
OCCSc1nc2ccccc2n1CCOc1ccccc1,i,2.0,-1.2,2.8,-32.5,i,-1.1,9.8,0.4
COc1cccc(/C=C/C(=O)OCC(=O)c2ccc(C)c(C)c2)c1OC,i,4.7,29.6,-8.5,-7.4,i,0.8,-1.6,0.8
COc1ccc(OC)c(NC(=O)CCC(=O)Oc2ccc(C)cc2)c1,i,0.6,-0.6,0.5,-4.7,i,3.8,0.5,-2.1
CC1(C)C(=O)Nc2ccccc2N1C(=O)Cn1ncc(Cl)c(Cl)c1=O,i,1.2,-1.4,-2.4,-1.6,i,-3.1,9.8,-0.4
COc1cc(/C=N/N=C2/C(=O)Nc3ccccc32)cc(OC)c1O,i,-3.5,-14.9,1.6,-92.0,i,4.2,-0.1,5.3
COc1ccccc1C(=O)COC(=O)COc1ccc(C#N)cc1,i,3.1,1.7,-8.7,5.7,i,0.9,-4.2,-0.9
CCCNC(=O)Cc1ncn[nH]1,i,-1.7,-9.3,3.3,3.8,i,0.8,-2.6,0.1

# An excerpt from above in order of their number in PABP1 MLLE inh, smallest number first.
SMILES	PABP1 MLLE inh
COc1cccc(/C=C/C(=O)OCC(=O)c2ccc(C)c(C)c2)c1OC	-7.4
CC1(C)C(=O)Nc2ccccc2N1C(=O)Cn1ncc(Cl)c(Cl)c1=O	-1.6
O=C(Nc1ccc2c(c1)ncn2C1CCCCC1)c1ccco1	21.0

# Screens from PubChem BioAssay.
